HT1080NT lethal: qHTS for induction of synthetic lethality in tumor cells producing 2HG: qHTS for the HT-1080-NT fibrosarcoma cell line. HT-1080-NT fibrosarcoma viability, CellTiter-Glo ATP luminescence, 48 h. Potency, µM (series often up to 46.1 µM), for inactives: top-dose activity, negative = less viability, most hits filed as cytotoxic. 360,000 tested, 1.6% active. AID 686970, 2013;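 also: NT is the 2HG producing partner of a matched IDH1 knockdown line; potency is read from the fitted curve at half-maximal effect; 0% = DMSO-treated cells and -100% = media-only wells without cells; nearly all actives have a fitted effect of over 55% in size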
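HT-1080-NT; 750 cells/well; 5% FBS RPMI; 48 h compound, 37 degrees C; CellTiter-Glo luminescence; curve fitting and curve-class assignment.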
ATXN2 expr inh: Primary qHTS for Inhibitors of ATXN expression; HEK-293 ATXN2-luciferase reporter, luminescence, 24 h; Potency, µM (doses to about 57 µM), inactives show top-dose activity change, negative = inhibition, hits mostly inhibitors; 360,000 tested, 0.72% active; AID 1745845, 2022; also: potency is read from the fitted curve at half-maximal effect; % is scaled to controls: 0 for no effect and ±100 for the full control effect; nearly all actives have a fitted effect of over 55% in size
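qHTS (up to 57 uM final) was run with 24 h compound exposure of reporter cells at 37 °C. Each well was multiplexed: SteadyGlo luminescence measured ATXN2-luciferase expression after a fluorogenic Gly-Phe-AFC viability readout (25 uM final).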
HT1080 IDH1KD tx: qHTS for induction of synthetic lethality in tumor cells producing 2HG: qHTS for the HT-1080-IDH1KD cell line; HT-1080 IDH1 knockdown viability, ATP luminescence, 48 h; Potency, µM (top dose mostly 46.1 µM), inactives show at the highest dose activity, negative = toxicity, actives largely listed as cytotoxic; 360,000 tested, 2% active; AID 686971, 2013;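 also: potency is read from the fitted curve at half-maximal effect; 0% = DMSO wells and -100% = cell-free medium wells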
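Knockdown cells (IDH1KD HT-1080) received compounds 2 h after plating at 750 cells/well and were kept 48 h at 37 °C in 5% FBS RPMI. A CellTiter-Glo luminescence read gave % activity for curve fitting.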
KB-V1 MDR tox: qHTS assay for MDR1-selective chemotherapeutics: Primary screen using the drug-selected MDR subline cells KB-V1. KB-V1 MDR cells viability, CellTiter-Glo, 72 h. Potency, µM (titrated, usually from 46.1 µM), without a hit: top-dose activity change, negative = cytotoxicity, actives largely listed as cytotoxic. 400,000 tested, 3.4% active; also: potency is read from the fitted curve at half-maximal effect; % is scaled to controls: 0 for no effect and ±100 for the full control effect; nearly all actives have a fitted effect of over 60% in size
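Cytotoxicity via CellTiter-Glo luminescence after 72 h compound exposure at 37 degrees C. Cells: drug-selected KB-V1 line, DMEM phenol-red free plus 10% FBS. Compounds tested at multiple concentrations; normalized data fitted to concentration-effect curves.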
IL1B secr inh: qHTS for Inhibitors of Inflammasome Signaling: IL-1-beta AlphaLISA Primary Screen; THP-1 LPS/ATP IL-1B secretion, AlphaLISA, 16 h; stronger effect = lower value; activity change, % at 57.5 µM; AID 743279, 2014; 360,000 tested, 4.7% active; in the data active = activity change below about -50%; inconclusive = mostly about -30% to -49%; also: % is scaled to controls: 0 for no effect and ±100 for the full control effect
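THP-1 cells pretreated 1 hr with compounds (up to 57.5 uM final), then stimulated with LPS (250 ng/mL final) plus ATP (1.25 mM final); secreted IL-1B measured by AlphaLISA after 16 hr, decreased signal indicating inhibition.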
MCF10A rerep: A quantitative high throughput screen for small molecules that induce DNA re-replication in MCF 10a normal breast cells. AID 624296, 2012. MCF 10A DNA re-replication, Hoechst nuclear intensity, 48 h. 350,000 tested, 2.9% active. Potency, µM (highest dose often 46.1 µM), without a hit: at the highest dose activity, positive = re-replication, hits mostly activators; also: potency is read from the fitted curve at half-maximal effect; % of control where 0% means no effect; nearly all actives have a fitted effect of over 50% in size
WRN helicase inh: qHTS for Inhibitors of WRN Helicase; Bifunctional 3'-5' exonuclease/ATP-dependent helicase WRN (Homo sapiens), Q14191; WRN helicase unwinding, fluorescent forked duplex, kinetic; Potency, µM (doses to about 114 µM), without a hit: at the top dose activity change, negative = inhibition, most hits filed as inhibitors; 360,000 tested, 0.46% active; AID 651768, 2012; also: potency is read from the fitted curve at half-maximal effect; % is scaled to controls: 0 for no effect and ±100 for the full control effect; nearly all actives have a fitted effect of over 55% in size
Target sequence (Q14191 whole entry, looked up): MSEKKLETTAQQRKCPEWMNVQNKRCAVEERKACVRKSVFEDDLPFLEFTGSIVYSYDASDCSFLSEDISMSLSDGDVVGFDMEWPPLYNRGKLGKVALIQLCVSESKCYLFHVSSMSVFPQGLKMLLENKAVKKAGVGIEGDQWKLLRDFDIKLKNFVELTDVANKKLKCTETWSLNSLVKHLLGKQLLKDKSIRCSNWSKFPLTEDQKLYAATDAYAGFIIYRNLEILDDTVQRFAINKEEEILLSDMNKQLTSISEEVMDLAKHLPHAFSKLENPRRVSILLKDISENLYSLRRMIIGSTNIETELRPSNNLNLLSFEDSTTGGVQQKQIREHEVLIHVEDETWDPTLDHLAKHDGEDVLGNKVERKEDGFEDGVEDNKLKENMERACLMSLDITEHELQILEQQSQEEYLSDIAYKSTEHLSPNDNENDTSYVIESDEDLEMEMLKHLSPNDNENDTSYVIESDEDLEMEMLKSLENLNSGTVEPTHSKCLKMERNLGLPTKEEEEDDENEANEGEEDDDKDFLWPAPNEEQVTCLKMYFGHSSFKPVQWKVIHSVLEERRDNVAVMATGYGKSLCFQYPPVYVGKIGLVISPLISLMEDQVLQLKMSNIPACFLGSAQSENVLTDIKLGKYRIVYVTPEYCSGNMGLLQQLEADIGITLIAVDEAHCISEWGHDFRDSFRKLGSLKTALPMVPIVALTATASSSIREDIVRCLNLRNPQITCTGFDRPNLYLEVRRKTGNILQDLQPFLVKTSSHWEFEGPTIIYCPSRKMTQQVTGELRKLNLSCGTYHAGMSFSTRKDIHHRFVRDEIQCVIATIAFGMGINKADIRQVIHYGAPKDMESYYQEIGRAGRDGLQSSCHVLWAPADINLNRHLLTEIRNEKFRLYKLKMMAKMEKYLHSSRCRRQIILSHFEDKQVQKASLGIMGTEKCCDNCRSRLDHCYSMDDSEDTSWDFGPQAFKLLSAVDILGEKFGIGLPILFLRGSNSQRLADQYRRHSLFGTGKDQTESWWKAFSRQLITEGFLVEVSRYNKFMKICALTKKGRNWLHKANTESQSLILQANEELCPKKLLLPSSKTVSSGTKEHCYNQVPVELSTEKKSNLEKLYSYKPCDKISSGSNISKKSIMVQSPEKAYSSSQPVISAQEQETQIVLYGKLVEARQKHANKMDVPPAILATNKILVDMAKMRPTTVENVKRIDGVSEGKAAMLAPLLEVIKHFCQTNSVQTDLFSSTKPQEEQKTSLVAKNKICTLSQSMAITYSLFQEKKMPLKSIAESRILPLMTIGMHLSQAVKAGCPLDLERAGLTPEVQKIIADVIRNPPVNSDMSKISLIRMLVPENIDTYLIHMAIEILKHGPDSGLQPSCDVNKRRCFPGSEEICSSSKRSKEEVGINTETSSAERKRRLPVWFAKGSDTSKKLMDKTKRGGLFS
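WRN at 20 nM final was preincubated with compound for 15 min at room temperature; reaction started with 100 nM forked duplex oligonucleotide carrying fluorophore and quencher plus 2 mM ATP (final). Unwinding followed kinetically by red fluorescence (ex 525/em 598 nm).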
SW480 rerep: A quantitative high throughput screen for small molecules that induce DNA re-replication in SW480 colon adenocarcinoma cells | AID 624297, 2012 | SW480 DNA re-replication, Hoechst DNA content imaging, 48 h | 340,000 tested, 1.8% active | Potency, µM (highest dose often 46.1 µM), without a hit: top-dose re-replication activation, hits mostly activators; also: potency is read from the fitted curve at half-maximal effect; % of control where 0% means no effect; nearly all actives have a fitted effect of over 55% in size
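250 cells/well; 23 nL cpd via pin tool; 48 hr, 37 C, 5% CO2; Hoechst 40 min; imager read of total nuclear intensity, ex 405/em 500-530 nm.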
KB-3-1 tox: qHTS assay for MDR1-selective chemotherapeutics: Primary screen using the parental adenocarcinoma cell KB-3-1 | KB-3-1 viability, CellTiter-Glo ATP luminescence, 72 h | 400,000 tested, 1.4% active | Potency, µM (top dose mostly 46.1 µM), for the others: at the top dose activity change, negative = cytotoxic, actives largely listed as cytotoxic; also: potency is read from the fitted curve at half-maximal effect; % is scaled to controls: 0 for no effect and ±100 for the full control effect; nearly all actives have a fitted effect of over 60% in size
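Cytotoxicity measured as CellTiter-Glo luminescence after 72 h at 37 C. Compound titrations were pinned onto drug-naive KB-3-1 parental adenocarcinoma cells grown in DMEM with 10% FBS, and normalized data fitted to concentration-response curves.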
* = called active by the depositor; ? = inconclusive; . = not tested or not shown; & = joins results of further samples; [ ] = another dose, or the depositor's remark. Unless noted, calls follow the shape of the dose curve; as a rule, active = well fitted curve in the direction sought with a large enough effect; inconclusive = small, poorly fitted or top-dose-only effect, or another doubt; inactive = no such curve, though single readings can be large; an effect the other way counts as inactive or inconclusive.

SMILES	HT1080NT lethal	ATXN2 expr inh	HT1080 IDH1KD tx	KB-V1 MDR tox	IL1B secr inh	MCF10A rerep	WRN helicase inh	SW480 rerep	KB-3-1 tox
CNS(=O)(=O)c1cccc(C(=O)NCC2(N3CCOCC3)CCCCC2)c1	4%	24%	11%	-3%	-3	-57%[inhibitor]	-8%	?	5%
CCOC(=O)N1CCN(C(=O)C[C@@H]2C[C@@]3(C(=O)OC)CCCCC=C3N(Cc3ccco3)C2=O)CC1	6%	4%	8%	-11%	20	.	7%	.	19%
O=c1[nH]c2nc(Cl)nc(Cl)c2[nH]1	17%	-6%	11%	15%	1	11%	-8%	-5%	-1%
O=c1c(-c2ccccc2)coc2c(CN3CCCC3)c(O)ccc12	8%	6%	6%	?	-6	-18%	7%	0%	-3%
Cc1ccc(C)n1-c1ccc(C(=O)NC2CCN(Cc3ccccc3)CC2)cc1	0%	-31%	-11%	2.3µM*	-59*	?	9%	?	?
O=C1CCN(CCCc2ccccc2)CCN1CCO	0%	8%	-7%	12%	-17	5%	1%	0%	-29%
CCC(CC)=NNc1cccc([N+](=O)[O-])c1	-23%	-20%	?	-21%	0	-2%	-13%	.	13%
NC(=O)NC(=O)Nc1ccccc1Cl	7%	-4%	3%	?	4	-1%	3%	-2%	4%
CCCc1cc(=O)[nH]c(SCC(=O)C(C)(C)C)n1	13%	59%[activator]	14%	-2%	3	2%	-2%	1%	-1%
O=C(Nc1ccc2oc(=O)ccc2c1)c1ccccc1[N+](=O)[O-]	-1%	-14%	2%	20%	-1	-3%	1%	-19%[1.84 µM]	13%
COc1ccc(NS(=O)(=O)c2cccc(C(=O)NCC(c3cccs3)N3CCOCC3)c2)cc1 (configuration not stated)	1%	3%	-5%	-11%	-20	13%	-7%	4%	-10%
COc1ccc(CCN2C(=O)NC(NS(=O)(=O)c3ccccc3)(C(F)(F)F)C2=O)cc1OC (configuration not stated)	15%	12%	18%	5%	14	0%	0%	-10%	4%
CC(=O)c1sc2c(c1OC(=O)c1ccc(Cl)cc1)c(=O)n(-c1ccccc1)c(=S)n2-c1ccccc1	-19%	0%	?	15µM*	6	?	0%	1%	?
Cc1ccc2c(n1)CC(C)(C)CC2=O	5%	?	2%	1%	32	1%	6%	-6%	10%
Cc1cc(C)cc(C(=O)NCCCc2ccccc2)c1	-1%	21%	7%	6%	-18	-13%	-2%	3%	8%

Next part, overlapping the part above by two compounds.
SMILES	HT1080NT lethal	ATXN2 expr inh	HT1080 IDH1KD tx	KB-V1 MDR tox	IL1B secr inh	MCF10A rerep	WRN helicase inh	SW480 rerep	KB-3-1 tox
Cc1ccc2c(n1)CC(C)(C)CC2=O	5%	?	2%	1%	32	1%	6%	-6%	10%
Cc1cc(C)cc(C(=O)NCCCc2ccccc2)c1	-1%	21%	7%	6%	-18	-13%	-2%	3%	8%
CCOC(=O)c1c(NC(=O)COc2ccccc2OCC)sc2c1CC(C)(C)NC2(C)C	-14%	?	3%	?	-106*	?	-19%	?	-21%
O=C1COc2ccc(C(=O)COC(=O)c3cccnc3Cl)cc2N1	-2%	-14%	-6%	-1%	5	-55%[inhibitor]	4%	-3%	2%
CC(=O)NC(NC(C)=O)c1cccc(OCc2ccccc2)c1	9%	-4%	12%	17%	2	-1%	9%	-2%	17%
COc1ccccc1NS(=O)(=O)c1ccc(NN=C2CCCC2)c([N+](=O)[O-])c1	5%	-17%	-17%	2.9µM*	-7	11%	0%	-1%	9%
CC(C)NC(=O)COc1cccc2ccccc12	5%	-18%	1%	-10%	26	20%	1%	-3%	?
COc1ccc(/C=C/C(=O)OCc2cccc([N+](=O)[O-])c2)cc1	21%	.	?	21%	0	-5%	1%	-2%	3%
CN(C(=O)COC(=O)/C=C/c1ccc(F)cc1)c1c(N)n(Cc2ccccc2)c(=O)[nH]c1=O	-7%	-4%	-1%	19%	2	0%	1%	-68%[inhibitor]	-12%
COC(=O)c1cn(C)c2ccc(S(=O)(=O)N3CC(C)CC(C)C3)cc2c1=O (configuration not stated)	5%	-16%	-1%	?	14	-4%	-15%	-4%	-4%
O=C(NCc1ccc(F)cc1)C1CCN(S(=O)(=O)N2CCC3(CC2)OCCO3)CC1	0%	-6%	3%	8%	24	-2%	-6%	-5%	-14%
O=C(CCl)Nc1cc(S(=O)(=O)N2CCCCCC2)ccc1Cl	23µM*	?	?	12µM*	-101*	?	-10%	?	13µM*
COC(=O)c1ccccc1NC(=O)CN1CCOCC1	1%	2%	1%	9%	13	4%	-4%	-5%	1%
Cc1nc2sc3c(=O)[nH]nnc3c2c(C)c1Br	2%	6%	12%	10%	18	-12%	-11%[57.1 µM]	12%	8%
O=C1CCCC(O)=C1C=Nc1ccc(O)cc1	-1%	5%	-2%	-20%	-4	2%	0%	2%	-5%
O=[N+]([O-])c1ccc(OCC(O)CN(CCO)CCO)cc1 (configuration not stated)	13%	1%	19%	7%	-5	?	-1%	-1%	0%
Cc1cc(NC(=O)c2ccccc2[N+](=O)[O-])ccc1Br	-12%	34%[activator]	-18%	-8%	-29	-30%	0%	-17%	-3%

Two compounds picked at random from the list so far:
SMILES	HT1080NT lethal	ATXN2 expr inh	HT1080 IDH1KD tx	KB-V1 MDR tox	IL1B secr inh	MCF10A rerep	WRN helicase inh	SW480 rerep	KB-3-1 tox
CCOC(=O)c1c(NC(=O)COc2ccccc2OCC)sc2c1CC(C)(C)NC2(C)C	-14%	?	3%	?	-106*	?	-19%	?	-21%
Cc1nc2sc3c(=O)[nH]nnc3c2c(C)c1Br	2%	6%	12%	10%	18	-12%	-11%[57.1 µM]	12%	8%

Following part.
SMILES	HT1080NT lethal	ATXN2 expr inh	HT1080 IDH1KD tx	KB-V1 MDR tox	IL1B secr inh	MCF10A rerep	WRN helicase inh	SW480 rerep	KB-3-1 tox
NC(=NCc1ccccc1)C(N=Nc1ccccc1)C(=O)NCc1ccccc1 (configuration not stated)	0%	-18%	-12%	17%	-23	9%	1%	-6%	-8%
COc1cc(C(=O)Nc2sc3c(c2C(=O)NCc2ccco2)CCCC3)cc(OC)c1OC	-3%	-10%	-24%	-5%	?	18µM*	-2%	-3%	-2%
COc1ccc(NS(=O)(=O)c2cccc(C(=O)NCC(c3ccco3)N3CCCCC3)c2)cc1 (configuration not stated)	-2%	-17%	2%	-9%	-11	13%	-11%	-146%[inhibitor]	1%
CCOc1ccc(C(=O)NC2CCN(S(C)(=O)=O)CC2)cc1	1%	21%	2%	17%	4	3%	-11%	-3%	0%
Cn1c(=O)c2c(ncn2CC(=O)OCC(=O)Nc2ccc(F)cc2Cl)n(C)c1=O	3%	1%	18%	0%	-14	0%	-14%	-1%	8%
CCNc1oc(COc2cccc(C)c2)nc1C#N	-1%	40%[activator]	13%	-5%	-6	4%	-4%	-3%	3%
O=C1c2ccccc2C(=O)N1c1nccs1	0%	2%	-3%	4%	-6	1%	-2%	-1%	5%
COc1ccccc1/C=N/Nc1cc(C)nc2ccc(C)cc12	1%	27%	-1%	27%	-22	-3%	-8%	3%	10%
COc1ccc(S(=O)(=O)N2CCN(S(=O)(=O)c3ccc4c(c3)OCCO4)CC2)cc1C	5%	-9%	6%	13%&-6%	-3	4%	-10%	1%	?
Cc1csc(Sc2ccc(C(=O)OCC(=O)Nc3ccc(F)cc3[N+](=O)[O-])cc2[N+](=O)[O-])n1	28%	-19%	17%	0%	9	3%	0%	0%	-5%
Fc1ccc(C2CC(c3ccco3)=NN2c2ccccc2)cc1 (configuration not stated)	0%	-7%	-4%	4%	-25	0.92µM*	-5%	21µM*	-1%
COc1ccc(NC(=O)Nc2cccc(C(F)(F)F)c2)cn1	?	-9%[11.3 µM]	?	1%	?	-4%	?	6%	-28%
CCO[C@H]1OC(C(N)=O)=C[C@@H](C(C)(C)C)[C@@H]1CCCO	-3%	1%	5%	9%	13	-7%	2%	1%	8%
CC1CCC(NC(=O)CN2C(=O)NC3(CCCCC3C)C2=O)CC1 (configuration not stated)	9%	3%	5%	-22%	-1	-3%	3%	-3%	-1%
Nc1cc(=O)[nH]c(SCC(=O)Nc2cc([N+](=O)[O-])ccc2Cl)n1	-23%	-11%	2%	-1%	46	1%	4%	-121%[inhibitor]	3%
COc1ccc(S(=O)(=O)N(C)c2ccc(C(=O)NC3CCCC3)cc2)cc1	9%	-16%	-1%	9%	0	21%	-6%	-17%	-18%

Structures listed so far with a tert-butyl group (2):
SMILES	HT1080NT lethal	ATXN2 expr inh	HT1080 IDH1KD tx	KB-V1 MDR tox	IL1B secr inh	MCF10A rerep	WRN helicase inh	SW480 rerep	KB-3-1 tox
CCCc1cc(=O)[nH]c(SCC(=O)C(C)(C)C)n1	13%	59%[activator]	14%	-2%	3	2%	-2%	1%	-1%
CCO[C@H]1OC(C(N)=O)=C[C@@H](C(C)(C)C)[C@@H]1CCCO	-3%	1%	5%	9%	13	-7%	2%	1%	8%

From PubChem
